Dyrk1A ADPGlo: rat Dyrk1A kinase inhibitors, primary screen, biochemical, single point, plate reader. Dual specificity tyrosine-phosphorylation-regulated kinase 1A (Rattus norvegicus), Q63470. ADP-Glo luminescence, NFATc1 peptide. inhibition, % at 12.5 µM. 310,000 compounds, 0.43% hits; in the data active means inhibition above about 50%;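 further: plate controls were vehicle with enzyme for no effect and no enzyme for full effect; many of its hits are not listed in these tables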
HSF1 activator: HSF-1 activators, primary screen, NIH3T3-HGL cells, MG132 stress, luminescence, single point; NIH3T3-HGL HSF-1 luciferase reporter, 8 h; 100% = twice DMSO control signal; 300,000 compounds, 1.7% hits; activation, % at 9 µM; AID 504408, 2011;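 active means mean replicate activation of at least 50% with a set share of replicates each reaching 50%; inconclusive means only one of those two conditions met; inactive means mean below 50% and too few replicates reaching it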;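 further: 0% = median of the neutral control wells and 100% = twice that signal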
PolyA inh: polyadenylation inhibitors in yeast reporter cells, primary screen, luminescence, S. cerevisiae; S. cerevisiae SKY197-pL101 polyadenylation reporter, beta-gal luminescence; efflux-impaired pdr1/pdr3 knockout yeast; score 100 = 6 SD above DMSO; 300,000 compounds, 0.02% hits; AID 1875, 2009; calls only at 12 µM;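 active means lowest replicate activity score at least 50, where 100 means six control SD above control mean; inconclusive means lowest score under 50 but half or more replicates reach 50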;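 further: yeast exposed to compound for 9 h at 30 °C; higher score means more reporter readthrough which indicates perturbed polyadenylation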
HDAC3 inhib: HDAC3 deacetylase inhibitors, primary screen, biochemical, fluorescence, cell-free homogeneous; Histone deacetylase 3 (Homo sapiens), O15379; recombinant HDAC3, fluorogenic peptide/trypsin coupled; inhibition, % at 8.3 µM; 320,000 compounds, 0.15% hits; AID 2718, 2010; in the data active means inhibition above about 26%, passing the limit was not always enough; inconclusive means no clear call, values can overlap the other calls
Target sequence (O15379 whole entry, looked up): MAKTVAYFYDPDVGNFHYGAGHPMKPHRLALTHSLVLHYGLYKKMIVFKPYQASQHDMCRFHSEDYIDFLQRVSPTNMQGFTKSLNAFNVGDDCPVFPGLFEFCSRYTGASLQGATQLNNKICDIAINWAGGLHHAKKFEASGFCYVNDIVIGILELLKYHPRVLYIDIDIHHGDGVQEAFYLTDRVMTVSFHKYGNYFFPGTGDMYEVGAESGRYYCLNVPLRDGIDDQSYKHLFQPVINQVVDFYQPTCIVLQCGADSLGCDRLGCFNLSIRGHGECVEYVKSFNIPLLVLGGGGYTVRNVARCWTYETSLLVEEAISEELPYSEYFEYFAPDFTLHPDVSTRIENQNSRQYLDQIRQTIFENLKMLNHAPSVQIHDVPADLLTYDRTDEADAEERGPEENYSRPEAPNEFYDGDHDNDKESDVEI
Platelet DG rel: inhibitors of platelet dense granule secretion, primary screen, cell-based, MLPCN, human platelets; human platelet-rich plasma, SFLLRN dense granule ATP release, luminescence; inhibition, %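 (compounds screened at 7.5 µM in platelet-rich plasma)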; 300,000 compounds, 0.22% hits; AID 1663, 2009;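 active means mean replicate score, as percent of positive control, at or above 50; inconclusive means mean below 50 but at least one replicate at or above 50; inactive means mean and every replicate below 50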
GSK3A inh: blockers of GSK3A enzyme activity – biochemical, luminescence, cell-free homogeneous, HTS, primary screen | inhibition, % at 10 µM | AID 2650, 2010 | Glycogen synthase kinase-3 alpha (Homo sapiens), P49840 | GSK-3 alpha kinase, ADP-Glo luminescence, 60 min | 320,000 compounds, 0.1% hits;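 in the data active means inhibition above about 50%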;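 further: GST-tagged GSK-3 alpha with peptide substrate and 25 µM ATP; 0% = DMSO neutral wells and 100% = GW8510 positive control wells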
Target sequence (P49840 whole entry, looked up): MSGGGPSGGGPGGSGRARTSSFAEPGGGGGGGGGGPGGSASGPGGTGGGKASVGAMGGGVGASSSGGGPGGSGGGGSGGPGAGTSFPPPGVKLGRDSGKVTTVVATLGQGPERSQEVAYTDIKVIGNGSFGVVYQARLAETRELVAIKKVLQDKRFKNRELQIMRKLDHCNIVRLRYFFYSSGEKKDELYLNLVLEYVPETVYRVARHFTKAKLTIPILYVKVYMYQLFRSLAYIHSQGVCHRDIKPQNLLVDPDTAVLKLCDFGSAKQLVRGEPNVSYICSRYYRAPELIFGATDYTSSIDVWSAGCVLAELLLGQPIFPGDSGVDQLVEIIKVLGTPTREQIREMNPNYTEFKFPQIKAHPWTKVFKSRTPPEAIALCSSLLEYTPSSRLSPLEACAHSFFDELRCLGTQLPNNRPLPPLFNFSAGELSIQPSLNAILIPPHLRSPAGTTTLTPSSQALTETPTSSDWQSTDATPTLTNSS
GSK3beta inhib: human GSK3beta kinase inhibitors, primary screen, biochemical, cell-free homogeneous, HTS. 300,000 compounds, 0.038% hits. GST-GSK3beta kinase, ADP-Glo luminescence, 60 min; active compounds read low. activity score (negative = inhibition), % at 10 µM. Glycogen synthase kinase-3 beta (Homo sapiens), P49841;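 active means more than half of replicate wells score below -50%, meaning over 50% inhibition versus plate controls; inconclusive means some replicates but at most half score below -50%; inactive means no replicate scores below -50%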;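 further: 0% = median DMSO wells and -100% = median GW8510 positive control wells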
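Test system: GST-tagged human GSK3beta kinase, cell-free; evaluation: activity score scaled between in-plate DMSO and GW8510 controls; measured by: ADP-Glo luminescence; incubation: 60 min reaction, RT; benchmarks: DMSO and 20 µM GW8510; reagent: peptide substrate plus 25 µM ATP (final); medium: Tris/MgCl2 kinase buffer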
HSP90 refold inh: HSP90 inhibitors, primary screen, cell lysate, luminescence. inhibition, % at 5.6 µM. 290,000 compounds, 0.91% hits. AID 1789, 2009. Rabbit reticulocyte lysate, luciferase refolding luminescence, 3 h;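 active means inhibition above the screen-wide mean plus 3 SD, computed separately per campaign, cut at about 16% in these data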;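 further: 0% = DMSO wells and 100% = 60 µM geldanamycin wells; inhibitors lower the luminescence because luciferase stays unfolded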
AI-2 QS mod: Vibrio harveyi AI-2 quorum sensing modulators, primary screen, JMH597 strain, luminescence/OD600 ratio. Vibrio harveyi JMH597 AI-2 luminescence/OD600 ratio, 9 h; active compounds read low; strain lacks LuxN and CqsS sensors; 0 = neutral-control median. 300,000 compounds, 0.4% hits. AID 2094, 2009. activity change, % at 7.5 µM; in the data active means activity change below about -75%, passing the limit was not always enough; inconclusive means no clear call, values can overlap the other calls;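 further: luminescence divided by OD600 gain over 9 h not by final OD600 alone; inactives centre near 13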
HSF1 inhib: HSF1 inhibitors in luciferase reporter cells, primary screen, cell-based, NIH3T3, luminescence; AID 2098, 2009; activity change, negative = inhibition, % at 7.5 µM (by protocol); 300,000 compounds, 0.77% hits; NIH3T3-HGL HSE-luciferase, MG132-induced, luminescence 8 h; active compounds read low;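 active means more than half of replicate wells show activity change below -50%, luminescence cut by over half; inconclusive means some wells, but at most half, below -50%; inactive means no replicate well below -50%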;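 further: luciferase reports HSF-1 transcriptional activity via heat shock element; 0% = median of DMSO wells and -100% = zero luminescence signal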
The depositor's hits bear a star; i = inactive; ? = inconclusive; . = no result given. Only part of the results is shown; the hit share may differ from the screen's.

SMILES	Dyrk1A ADPGlo	HSF1 activator	PolyA inh	HDAC3 inhib	Platelet DG rel	GSK3A inh	GSK3beta inhib	HSP90 refold inh	AI-2 QS mod	HSF1 inhib
O=C(CS(=O)(=O)c1ccc(F)cc1)Nc1nnc(-c2cccs2)o1	-13	16	i	-4	4	0	2	.	24	5
CCOC(=O)Cc1csc(NC(=O)c2c(O)c3ccccc3n(CC(C)C)c2=O)n1	6	56*	i	1	6	-3	0	3	25	14
CS(=O)(=O)Nc1ccccc1C(=O)N1CCCC1	-5	-28	i	-2	17	-3	-1	3	17	-4
COCCn1c(SCC(=O)OC(C)C)nnc1-c1ccccc1	-15	.	i	8	-4	-2	0	-1	10	.
COc1ccc(OC2CCN(S(=O)(=O)c3ccc(F)cc3)CC2)cc1	0	6	i	3	11	0	-3	1	-7	-3
CC(C)CNC(=O)CSc1n[nH]c(=O)n1CCc1ccccc1	-2	5	i	-3	-2	5	-4	0	5	-2
C[C@@H]1CN(Cc2nc(-c3ccc(Cl)cc3)no2)C[C@H](C)O1	3	3	i	2	9	-2	2	3	16	-5
CCOC(=O)C1=C(C)C2C3C(=O)N(c4cc(C)ccc4C)C(=O)C3C1(C)C1C(=O)N(c3cc(C)ccc3C)C(=O)C21 (centres undefined)	0	5	i	-1	15	-4	3	8	14	-17
NC(=O)COc1ccccc1C(=O)NC12CC3CC(CC(C3)C1)C2	-1	7	i	5	-1	1	0	0	10	-3
CC1CN(C(c2cccs2)c2sc3ncnn3c2O)CC(C)O1 (centres undefined)	4	15	i	1	-12	-1	1	2	-9	-2

3 compounds from above, ordered by the number in HSF1 inhib, highest first:
SMILES | HSF1 inhib
O=C(CS(=O)(=O)c1ccc(F)cc1)Nc1nnc(-c2cccs2)o1 | 5
CC(C)CNC(=O)CSc1n[nH]c(=O)n1CCc1ccccc1 | -2
NC(=O)COc1ccccc1C(=O)NC12CC3CC(CC(C3)C1)C2 | -3

Continued:
SMILES	Dyrk1A ADPGlo	HSF1 activator	PolyA inh	HDAC3 inhib	Platelet DG rel	GSK3A inh	GSK3beta inhib	HSP90 refold inh	AI-2 QS mod	HSF1 inhib
CCCCn1c(O)c(N=Nc2ccccn2)c2ccccc21	-6	11	i	5	-7	-3	-2	0	30	8
Cc1cc(C)nc(NS(=O)(=O)c2ccc(NC(=O)CCN3C(=O)c4ccccc4C3=O)cc2)n1	4	21	i	-3	-7	1	0	3	18	0
COc1ccc(NC(=O)c2c(F)cccc2F)cc1S(=O)(=O)Nc1ccc(Br)cc1	-1	12	i	.	-2	.	3	1	11	12
CCOC(=O)Cn1nc(C)c2ccccc2c1=O	-2	10	i	3	.	-1	1	0	17	-1
COc1ccc(OCCSc2nnc(-c3ccc(OC)cc3)n2N)cc1	3	-8	i	0	0	-3	-5	-4	23	-1
Cn1c(SCC#N)nnc1-c1cccnc1	5	-6	i	-3	3	0	3	1	8	-1
CCOc1nc(C)ccc1-c1noc(CC)n1	5	-2	i	-2	-1	0	0	0	-10	0
O=C(COC(=O)Cn1cnc2ccccc21)Nc1ccc2c(c1)OCCO2	-5	10	i	-3	1	0	1	-1	21	-3
O=C1CCC(/C=C/c2ccccc2)=NN1Cc1ccc(Cl)c(Cl)c1	-12	-9	i	12	3	-3	1	3	29	0
COc1ccc(OCCn2cnc3ccccc32)cc1	4	-2	i	0	4	3	-2	-2	-4	8
CC(C)C(=O)NC(Nc1ccc(S(N)(=O)=O)cc1)C(Cl)(Cl)Cl (centres undefined)	-1	2	i	-1	19	0	0	0	2	-1
COc1ccc(OCC(=O)Nc2ccc(N3CCOCC3)cc2)cc1	6	22	i	-1	0	-1	-1	-3	8	12
Cc1cc(OC(C)C(=O)N(Cc2cccs2)C2CCS(=O)(=O)C2)ccc1Cl (centres undefined)	-4	1	i	-7	1	0	-3	-1	8	12
Cc1nn(C)cc1/C=N/n1nnnc1N	20	0	i	1	3	2	-5	0	3	-4
Cc1ccc(C)c(CSc2nnc(-c3cccnc3)o2)c1	10	-5	i	3	1	1	-2	-3	-80*	-2
CCOC(=O)c1[nH]c(C)c(C(=O)Nc2ccc3c(c2)CCC3)c1C	-8	49	i	-1	-3	1	6	2	12	33
O=S(=O)(Nc1cccc2cccnc12)c1ccc(S(=O)(=O)N2CCCC2)cc1	3	189*	i	-8	3	-3	-4	4	40	157
Cc1ccc(S(=O)(=O)Nc2cccc(CP(=O)(c3ccccc3)c3ccccc3)c2)cc1	-4	14	i	?	-1	-3	0	1	3	6
CCn1cc(CN2CCN(Cc3ccccc3)C(CCO)C2)c2ccccc21 (centres undefined)	2	8	i	-3	11	-1	1	-2	19	-1
Cc1ccc2nc(N3CCN(C(=O)CCC(=O)O)CC3)nc(-c3ccccc3)c2c1	1	3	i	-6	-2	-2	4	3	7	-4
Cc1c(C(=O)N2CCN(CCc3ccccn3)CC2)oc2ccc(Cl)cc12	4	10	i	6	-1	-4	-1	-2	14	0
Cc1cccc(Nc2ncccc2C(=O)O)c1C	8	-67	i	4	-5	-8	4	4	-11	-58*
COc1ccc(C2Nc3ccc4ccccc4c3-c3c2c(=O)oc2ccccc32)cc1 (centres undefined)	-4	.	i	-14	-5	1	1	1	12	.
CCc1c(C)sc(NC(=O)c2ccc(Br)o2)c1C(=O)OC	9	65*	.	-4	1	0	1	-3	16	24
Cc1ccc(NC(=O)CCN2C(=O)CSC2=O)cc1	4	-15	i	1	-3	2	2	0	5	-14
COc1ccc(CCNC(=O)CCS(=O)(=O)c2ccc(Br)cc2)cc1OC	-5	4	i	6	-5	-1	-3	0	10	3
CC(C)(C)OC(=O)N[C@@H](Cc1ccccc1)C(=O)NCC1CCC(C(=O)N[C@@H](CC(=O)O)C(=O)O)CC1 (some centres undefined)	3	-71	i	-8	6	0	1	-4	17	-63*
CC1(C2(O)CC(c3ccccc3)ON2)CCCCC1 (centres undefined)	.	2	i	8	6	-1	-11	0	17	6
FC(F)(F)c1cnc2c(c1)Nc1ccccc1S2	15	6	i	5	1	12	1	-1	20	0
Cc1ccc(-c2csc(NC(=O)c3ccccc3Cl)c2C(=O)O)cc1	4	1	i	2	14	-2	0	-1	91	-3
Cn1c(SCc2cccc(F)c2)nnc1-c1cnccn1	7	19	i	4	-1	4	0	-4	35	9
CCOc1ccccc1Nc1nnc(SCc2ccc(C(=O)OC)o2)s1	-9	-9	i	5	0	-1	-6	-1	26	-2
Cc1ccsc1C(=O)C1CCCN(Cc2cn(C)nc2-c2ccccc2)C1 (centres undefined)	2	7	i	1	-4	-3	0	-1	-2	-1
CCOc1ccccc1NC(=O)CCSc1nc2n[nH]c(C)c2c(=N)n1-c1ccccc1Cl	-1	-15	i	-4	12	-2	.	-3	.	0
Cc1nc2ccc(F)cc2cc1C(=O)NCC1CCCO1 (centres undefined)	-1	-11	i	.	0	.	1	0	33	-3
O=C(OCC(=O)N1CCCC1)c1c(Cl)ccc(Cl)c1Cl	4	-1	i	5	0	-3	0	-1	24	-4
O=C(O)Cn1cnc2sc3c(c2c1=O)CCCC3	-1	1	i	0	1	0	0	1	24	5
Cc1cc(NS(=O)(=O)c2ccc(NC(=O)c3c(F)c(F)c(F)c(F)c3F)cc2)nc(C)n1	-2	0	i	-3	-11	-1	1	-2	23	-4
COc1ccc(/C=N/Nc2ncc(-c3ccccc3)cn2)c(OC)c1	2	4	i	-3	6	-2	1	-2	2	-1
COc1cccc(C2N(c3ccc(Cl)cc3)C(=O)C3CCCN32)c1 (centres undefined)	4	-4	i	-3	3	-3	0	0	11	1

Fetched by compound from the list above:
SMILES	Dyrk1A ADPGlo	HSF1 activator	PolyA inh	HDAC3 inhib	Platelet DG rel	GSK3A inh	GSK3beta inhib	HSP90 refold inh	AI-2 QS mod	HSF1 inhib
O=C(O)Cn1cnc2sc3c(c2c1=O)CCCC3	-1	1	i	0	1	0	0	1	24	5
Cc1cc(NS(=O)(=O)c2ccc(NC(=O)c3c(F)c(F)c(F)c(F)c3F)cc2)nc(C)n1	-2	0	i	-3	-11	-1	1	-2	23	-4
CCOc1ccccc1Nc1nnc(SCc2ccc(C(=O)OC)o2)s1	-9	-9	i	5	0	-1	-6	-1	26	-2
Cc1ccsc1C(=O)C1CCCN(Cc2cn(C)nc2-c2ccccc2)C1 (centres undefined)	2	7	i	1	-4	-3	0	-1	-2	-1
Cn1c(SCc2cccc(F)c2)nnc1-c1cnccn1	7	19	i	4	-1	4	0	-4	35	9
COc1cccc(C2N(c3ccc(Cl)cc3)C(=O)C3CCCN32)c1 (centres undefined)	4	-4	i	-3	3	-3	0	0	11	1
O=C(OCC(=O)N1CCCC1)c1c(Cl)ccc(Cl)c1Cl	4	-1	i	5	0	-3	0	-1	24	-4

Continued:
SMILES	Dyrk1A ADPGlo	HSF1 activator	PolyA inh	HDAC3 inhib	Platelet DG rel	GSK3A inh	GSK3beta inhib	HSP90 refold inh	AI-2 QS mod	HSF1 inhib
COc1ccc(CCN(C)C2CCCN(S(=O)(=O)c3ccc(C)cc3)C2)cc1OC (centres undefined)	3	-10	i	-11	2	1	-3	0	15	-2
COC(=O)COc1ccc(S(=O)(=O)NCc2ccncc2)cc1	-1	6	i	-1	0	-2	2	1	43	6
CCc1nc2ccccc2c(C(=O)Nc2cc(C)ccc2C)c1C	2	4	i	-1	-2	-1	0	-2	10	0
CCn1cc(C(=O)NCc2ccc3c(c2)OCO3)c(=O)c2cc(S(=O)(=O)N3CCOCC3)ccc21	1	4	i	3	3	.	-2	0	2	-4
Cc1cc(NC(=O)CC2(CC(=O)O)CCCC2)n(C)n1	-5	-1	i	-6	10	0	-1	2	.	0
